Giardia FBPA inh: blocks Giardia fructose-bisphosphate aldolase activity | A8B2U2 | purified Giardia FBPA | Potency, µM (titrated, usually from 59.6 µM), for the others: top-dose activity, negative = inhibition, usual class: inhibitors | actives 0.71% (n = 290,000) | AID 2451; note: potency is the fitted concentration of half-maximal effect; nearly all actives have a fitted effect of over 55% in size
Target sequence (A8B2U2 whole entry, looked up): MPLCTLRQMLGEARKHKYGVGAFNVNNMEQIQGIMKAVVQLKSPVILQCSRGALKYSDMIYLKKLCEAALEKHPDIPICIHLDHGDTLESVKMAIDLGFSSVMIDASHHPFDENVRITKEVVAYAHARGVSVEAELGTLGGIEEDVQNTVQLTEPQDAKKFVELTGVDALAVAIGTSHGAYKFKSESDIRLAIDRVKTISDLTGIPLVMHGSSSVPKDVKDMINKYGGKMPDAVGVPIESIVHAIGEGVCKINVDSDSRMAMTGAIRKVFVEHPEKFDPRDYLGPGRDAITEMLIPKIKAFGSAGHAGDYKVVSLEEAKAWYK
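40 nM FBPA preincubated 10 min at RT with compound (up to 57.5 uM final), then substrate plus GAPDH/TPI/NAD/arsenate coupling and diaphorase/resazurin added. Fluorescence read after 20 min at RT, 525/598 nm.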
Sm TGR inh: blocks Schistosoma mansoni thioredoxin glutathione reductase; Q962Y6; purified TGR, DTNB reduction, TNB absorbance 405 nm; Potency, µM (doses to about 114 µM), for inactives: at the highest dose activity change, negative = inhibition, actives largely listed as inhibitors; actives 3% (n = 360,000); AID 485364; note: potency is the fitted concentration of half-maximal effect; nearly all actives have a fitted effect of over 60% in size
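First, TGR (20 nM dispensed) and NADPH were mixed with compound. Second, a 15 min room-temperature incubation followed. Third, further NADPH and then DTNB were added to start the reaction. Finally, TNB absorbance was monitored kinetically.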
AmpC inh no detg: inhibitors of E. coli AmpC beta-lactamase without detergent | AmpC nitrocefin hydrolysis, absorbance 480 nm, 0.0001% Triton | Potency, µM (titrated, usually from 57.1 µM), inactives show at the highest dose activity change, negative = inhibition, actives largely listed as inhibitors | actives 0.52% (n = 330,000) | AID 485341;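 note: potency is the fitted concentration of half-maximal effect; plate controls were no compound for no effect and no enzyme for full effect; nearly all actives have a fitted effect of over 20% in size; some results filed as inactive show a strong effect at the top dose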
Target sequence (P00811 whole entry, looked up): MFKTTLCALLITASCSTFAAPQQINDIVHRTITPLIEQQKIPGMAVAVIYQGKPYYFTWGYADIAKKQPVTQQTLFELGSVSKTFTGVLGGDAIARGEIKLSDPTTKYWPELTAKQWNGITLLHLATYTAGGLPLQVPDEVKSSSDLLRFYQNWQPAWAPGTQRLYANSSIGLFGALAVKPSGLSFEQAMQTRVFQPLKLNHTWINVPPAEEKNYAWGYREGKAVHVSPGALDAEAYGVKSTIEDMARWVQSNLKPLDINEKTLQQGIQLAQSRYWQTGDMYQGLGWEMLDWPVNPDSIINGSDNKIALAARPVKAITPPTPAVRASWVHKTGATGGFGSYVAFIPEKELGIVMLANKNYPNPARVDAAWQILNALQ
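20 mM phosphate pH 7.0 + 0.01% (detergent screen) or 0.0001% Triton X-100; 5.3 nM AmpC reagent; cpd preinc 15 min RT; nitrocefin (800 uM stock) to start; A480 q20 s × 4 min; Activity was normalised to no-enzyme and no-compound control wells.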
AmpC detergent: blocks E. coli AmpC beta-lactamase in detergent assay. AID 485294. actives 0.041% (n = 370,000). P00811. Potency, µM (series often up to 114 µM), inactives show top-dose activity change, negative = inhibition, usual class: inhibitors. AmpC hydrolysis of nitrocefin, absorbance 480 nm, 0.01% Triton;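 note: potency is the fitted concentration of half-maximal effect; 0% = no-compound wells and -100% = no-enzyme wells; nearly all actives have a fitted effect of over 25% in size; some results filed as inactive show a strong effect at the top dose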
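20 mM phosphate pH 7.0 + 0.01% (detergent screen) or 0.0001% Triton X-100; 5.3 nM AmpC reagent; cpd preinc 15 min RT; nitrocefin (800 uM stock) to start; A480 q20 s × 4 min; Activity was normalised to no-enzyme and no-compound control wells.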
HCMV antiviral: inhibitors of human cytomegalovirus | activity change, negative = inhibition, % at 57.5 µM | HFF cells, HCMV-luciferase reporter, 72 h; active compounds read low | AID 1259415 | actives 4.5% (n = 410,000); in the data active = activity change below about -60%; inconclusive = no clear call, values can overlap the other calls; inactive = above about -39%
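Inhibition of viral replication was scored as loss of reporter luminescence in HFFs infected with HCMV-luciferase (MOI 1 PFU/cell) for 72 h; compounds tested at 2 doses, normalized to buffer and Salinomycin controls.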
AMA1-RON2 inh: disrupts binding of P. falciparum AMA1 to RON2; AlphaScreen AMA1-biotinylated RON2 peptide binding; Potency, µM (titrated, usually from 58.2 µM), for inactives: top-dose activity change, negative = inhibition, most hits filed as inhibitors; actives 0.2% (n = 360,000); AID 720542;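 note: potency is the fitted concentration of half-maximal effect; 0% = vehicle wells and -100% = peptide control; nearly all actives have a fitted effect of over 45% in size; some results filed as inactive show a strong effect at the top dose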
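AMA1 (3D7) with his tag at 25 nM final met compounds first, then biotinylated RON2 peptide at 25 nM; detection used donor plus acceptor beads, 10 µg/mL apiece, read by AlphaScreen after 30 min at room temperature.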
Starred values were filed as active, the others as inactive; u = inconclusive; x = no result given; [ ] = another dose, or the depositor's remark. Unless noted, calls come from the whole dose curve; as a rule, active = well fitted curve in the direction sought with a large enough effect; inconclusive = small, poorly fitted or top-dose-only effect, or another doubt; inactive = no such curve, though single readings can be large; an effect the other way counts as inactive or inconclusive. Unless noted, % is set by controls: 0 for no effect and ±100 for the full control effect. Random draw from the library. About 7.8% of those tested had a hit in this group.

SMILES	Giardia FBPA inh	Sm TGR inh	AmpC inh no detg	AmpC detergent	HCMV antiviral	AMA1-RON2 inh
Cc1ccc(-c2ccc(SCC(=O)N3CCN(c4ccccc4)CC3)nn2)cc1	0%	-3%	-19%	-8%	17	-5%
C=CCN(C(=O)c1csnn1)C(C(=O)NC1CCCC1)c1cccs1 (stereo unspecified)	x	-11%	-13%	-6%	11	-3%
CN(Cc1cnccn1)C(=O)CC1C(=O)NCCN1Cc1cccc(F)c1 (stereo unspecified)	x	u	0%	3%	2	36%[activator]
Cc1ccc(S(=O)(=O)N(C)c2ccc3ccccc3c2)cc1	-14%	1%	2%	-8%	-37	6%
COc1ccccc1C(=O)NNC(=O)c1ccc(NC(=O)C(C)C)cc1	2%	6%	-27%	0%	47	-8%
CCOc1ccccc1-c1nc(-c2ccc(NC(=O)Cc3ccc(OC)cc3)cc2)no1	2%	1%	-49%	-2%	2	-23%
CN1CCN(C(=O)CN(C2CCCCC2)S(=O)(=O)c2ccccc2)CC1	-1%	-30%	-2%	2%	-12	8%
C=CCn1c(=O)c2c(nc(-c3ccc(S(=O)(=O)O)cc3)n2C)n(C)c1=O	1%	x	x	x	27	7%
CCCC(=O)Nc1cc2c(cc1C(=O)c1ccccc1)OCCO2	5%	0%	-6%	-4%	u	-1%
Cc1ccc(C)c(S(=O)(=O)N2CCN(C(=O)c3ccc(-n4cncn4)c([N+](=O)[O-])c3)CC2)c1	x	-2%	125%[activator]	-1%	-4	14%
CC1CCN(S(=O)(=O)c2ccc(Oc3ccc([N+](=O)[O-])cc3)cc2)CC1	-2%	-19%	-8%	-13%	-77*	-21%
O=[N+]([O-])c1cccc(CNCc2ccccc2)c1	2%	7%	28%	-7%	31	-4%
O=C(CSc1ccc([N+](=O)[O-])cn1)Nc1ccc2c(c1)OCO2	-8%	-15%	-11%	u	122	8%
O=C(NNS(=O)(=O)c1ccccc1)c1cccnc1	-2%	2%	-24%	8%	2	14%
Cc1ccc(NCC(O)C(O)C(O)CO)cc1C (stereo unspecified)	u	-15%	-14%	u	-1	4%

Reformatted field by field: four of the compounds above
> CC1CCN(S(=O)(=O)c2ccc(Oc3ccc([N+](=O)[O-])cc3)cc2)CC1
  Giardia FBPA inh: -2%; Sm TGR inh: -19%; AmpC inh no detg: -8%; AmpC detergent: -13%; HCMV antiviral: -77*; AMA1-RON2 inh: -21%

> O=[N+]([O-])c1cccc(CNCc2ccccc2)c1
  Giardia FBPA inh: 2%; Sm TGR inh: 7%; AmpC inh no detg: 28%; AmpC detergent: -7%; HCMV antiviral: 31; AMA1-RON2 inh: -4%

> O=C(CSc1ccc([N+](=O)[O-])cn1)Nc1ccc2c(c1)OCO2
  Giardia FBPA inh: -8%; Sm TGR inh: -15%; AmpC inh no detg: -11%; AmpC detergent: u; HCMV antiviral: 122; AMA1-RON2 inh: 8%

> O=C(NNS(=O)(=O)c1ccccc1)c1cccnc1
  Giardia FBPA inh: -2%; Sm TGR inh: 2%; AmpC inh no detg: -24%; AmpC detergent: 8%; HCMV antiviral: 2; AMA1-RON2 inh: 14%

(continued)
SMILES	Giardia FBPA inh	Sm TGR inh	AmpC inh no detg	AmpC detergent	HCMV antiviral	AMA1-RON2 inh
CC(=O)OCCCCON1C(=O)c2ccccc2C1=O	-2%	4%	-27%	2%	-1	7%
O=C(NNC1CC(=O)N(c2ccc(Br)cc2)C1=O)c1cccs1 (stereo unspecified)	3%	u	-31%	u	-5	109%[activator]
COc1ccccc1C1NC(=O)CCC1[N+](=O)[O-] (stereo unspecified)	2%	7%	24%	-4%	-2	-7%
CC(C)(C)c1csc(NC(=O)Cn2c(=O)oc3ccccc32)n1	-2%	5%	-19%	0%	-32	-4%
O=c1c(Cc2ccccc2)c(O)ccn1CCc1cnc[nH]1	-10%	-8%	-14%	-11%	7	7%
O=C(CCC(=O)N1CCN(c2ccc(F)cc2)CC1)N1CCN(c2ccc(F)cc2)CC1	12%	-6%	31%	u	-30	-1%
CCOC(=O)c1ccccc1NC(=O)C1CCN(c2ncnc3sc(C)c(C)c23)CC1	x	-4%	-34%	u	x	-16%
CCNc1nc(NCC)n2c(SCC(=O)Nc3ccccc3F)nnc2n1	x	9%	-39%	-2%	-3	-16%
O=C(Nc1ccc(C2CC2(Cl)Cl)cc1)c1ccccc1Br (stereo unspecified)	-16%	-7%	-35%	u	29	5%
COc1ccc(NC(=O)CCSc2ccc(C)cc2)cc1S(=O)(=O)Nc1ccccc1Cl	-11%	1%	-26%	1%	-33	3%
CCn1c2ccccc2c2nnc(N3CCN(c4cccc(C)c4C)CC3)nc21	x	-4%	x	21%	-21	x
Cc1c(C(=O)N2CCCCC2)c(S(=O)(=O)NCCc2ccc(S(N)(=O)=O)cc2)c(C)n1C	11%	-35%	-1%	2%	14	-5%
CCOC(=O)c1sc(=NC(=O)c2cc(OC)c(OC)c(OC)c2)n(C)c1C	1%	1%	-12%	1%	u	15%
O=C(Nc1ccccc1C(=O)N/N=C/c1ccc(F)cc1)c1ccccc1Br	0%	-22%	-47%	-3%	-9	20%
Cc1nc(S(=O)(=O)N2CCOCC2)c(C#N)c(C)c1Cl	4%	11%	-7%	-7%	-105*	-1%
O=C(c1ccc2snnc2c1)N1CCN(c2ccccn2)CC1	-1%	0%	-13%	u	-2	32%[activator]
CCN(CC(=O)NCc1cccs1)C(=O)c1ccc(Cl)c(Cl)c1	x	x	-8%	x	-26	0%
O=C1CCCC2=C1C(c1ccc(O)c(O)c1)Nc1ccc3ncccc3c12 (stereo unspecified)	u	20µM*	-26%	-12%	4	-20%
CCOC(=O)c1cnn(Cc2ccccc2Cl)c1N	1%	3%	-19%	0%	5	-2%
COC(=O)CCCC(=O)NC1CCCc2c1cnn2-c1ccc(F)cc1F (stereo unspecified)	0%	7%	-1%	u	7	7%
O=C(CN1CCCN(Cc2ccc(F)cc2Cl)C1=O)NCc1ccccc1	-13%	0%	11%	-10%	-18	1%
COc1cccc(C(=O)NCC(=O)OCc2cc(=O)n3nc(C)sc3n2)c1	x	8%	x	18%	-4	x
COC(=O)c1c(C)n(Cc2ccccc2)c2ccc(O)cc12	-10%	u	-23%	8%	-25	0%
COc1ccc(OC)c(CC(NC(C)=O)C(=O)NC2CCN(c3c(Cc4ccccc4)c(C)nc4ncnn34)CC2)c1 (stereo unspecified)	6%	-9%	148%[activator]	-8%	u	9%
CCOC(=O)C[N+](C)(C)CCOC1CC2CCC1(C)C2(C)C (stereo unspecified)	1%	x	40%	5%	-35	7%
COc1ccc(-c2noc(-c3ccccc3NC(=O)c3cc(OC)c(OC)c(OC)c3)n2)cc1	x	0%	x	12%	-5	x
CC(OC(=O)CCc1nc2ccccc2c(=O)[nH]1)C(=O)Nc1cccc(C(F)(F)F)c1 (stereo unspecified)	x	x	-7%	x	-3	3%
N#CC(c1nc2ccccc2nc1OCCO)S(=O)(=O)c1ccccc1 (stereo unspecified)	-5%	-11%	-17%	-3%	-31	-8%
CCOc1nc(N(C)C)nc(-n2nnc(C(C)=O)c2C)n1	7%	0%	-14%	3%	u	-3%
O=C(CSc1nnc(-c2cccs2)n1Cc1ccco1)c1ccc2c(c1)OCO2	-11%	-30%	-2%	-8%	u	-5%
O=C(O)C1Nc2c(O)cccc2C2C=CCC12 (stereo unspecified)	u	8.9µM*	u	u	42	-26%
COC(=O)c1ccc2c(C)c(C3(O)CCCCC3)[nH]c2c1	x	x	-13%	x	33	-4%
Cc1cccc(C)c1NC(=S)N(Cc1ccco1)C1CCN(C(C)C)CC1	15%	-9%	-9%	4%	-9	14%
COC(=O)c1sccc1S(=O)(=O)N(CC(=O)Nc1cc(F)ccc1F)c1ccc(C)c(C)c1	x	4%	x	5%	9	x
CCCCC(=O)Nc1ccc2nc(SCC(=O)N3CCCC3)sc2c1	x	1%	x	18%	27	x
N#Cc1c(NC(=O)CCn2cnc3ccccc3c2=O)oc(-c2ccccc2)c1-c1ccccc1	-3%	-9%	u	u	26	-7%
Cc1cccc(NC(=S)NNC(=O)c2csc(C(C)C)c2)c1	1%	0%	-8%	2%	28	48%[activator]
CCOC(=O)C1=C(C)NC2=C(C(=O)CCC2)C1c1ccsc1 (stereo unspecified)	-2%	-27%	x	2%	x	x
Cc1cc(C)c(S(=O)(=O)N2CCN(c3ccc([N+](=O)[O-])c(NCc4ccco4)c3)CC2)c(C)c1	1%	8%	-18%	-2%	u	-8%
NC(=S)NNC(=O)c1ccccc1	x	3%	-18%	-7%	56	81%[activator]
CCOC(=O)N1CCN(C2CCCN(C(=O)c3ccccc3SC)C2)CC1 (stereo unspecified)	1%	-32%	25%	-14%	-29	-2%
Cc1cc(C)cc(NC(=O)CSc2nc3nc(C)cc(C)c3c(=O)[nH]2)c1	x	3%	-29%	11%	-8	-7%
O=C(NCCN1CCN(c2ccccc2F)CC1)C1CC(=O)N(C2CCCC2)C1 (stereo unspecified)	6%	-1%	17%	-3%	-37	20%
CCOc1ccc(NC(=O)N(CCCN2CCOCC2)Cc2cccnc2)cc1	2%	0%	-18%	u	-22	0%
O=C(O)c1ccccc1NC(=S)NC(=O)c1sc2ccccc2c1Cl	-8%	0%	-22%	3%	-4	8%
CCOc1ccc(OCCCC(=O)NCCc2ccc(OC)cc2)cc1	x	-5%	43%	2%	5	-3%
Cc1cc(N2CCCCC2)nc(SCc2ccc(C#N)cc2)n1	-1%	15%	41%	-3%	-22	-5%
COc1ccc(OCc2cc(C(=O)NCc3cccc(C)n3)no2)c(Cl)c1	x	-33%	46%	0%	62	7%
CCCc1cc(=O)[nH]c2nnc(SCC(=O)Nc3cc(C)on3)n12	x	-13%	25%	u	-22	-16%
Cc1cccc(CNC(=O)c2cnc3sc(N4CCCCCC4)nn3c2=O)c1	x	19%	x	-6%	-2	x
COc1cc(C(=O)N(Cc2ccccn2)CC2CCCO2)cc(OC)c1OC (stereo unspecified)	13%	45%[activator]	-22%	-7%	-17	6%
O=C(NCCSc1ccccc1)c1ccco1	-5%	-13%	-1%	-6%	58	12%
CC12CCC(C(=O)NCC3CCCO3)(OC1=O)C2(C)C (stereo unspecified)	2%	-16%	-6%	u	-14	-7%
CC1CCCCC1NC(=O)CSc1nnc(N)s1 (stereo unspecified)	4%	0%	-3%	-12%	41	1%
COc1ccc(NC(=O)C(F)(F)F)cc1OC	1%	-24%	1%	-8%	25	-3%
CCCCC(CC)CNC(=O)c1cc2ccccc2c(=O)o1 (stereo unspecified)	0%	3%	-23%	-12%	-19	20%
Cc1oc2ncn(C)c(=O)c2c1C(=O)N1CCN(c2ccc(Cl)cc2)CC1	x	0%	x	-1%	-5	x
O=C1NC(=O)N(Cc2ccccc2)C(=O)/C1=C/C=C/c1ccco1	7%	6.3µM*	u	-6%	0	-27%

Part of the list above with just HCMV antiviral, AmpC detergent and Giardia FBPA inh:
smiles	HCMV antiviral	AmpC detergent	Giardia FBPA inh
CC12CCC(C(=O)NCC3CCCO3)(OC1=O)C2(C)C (stereo unspecified)	-14	u	2%
CC1CCCCC1NC(=O)CSc1nnc(N)s1 (stereo unspecified)	41	-12%	4%
